# Screening data (PubChem BioAssay)
# HKDC1 inh: HKDC1 hexokinase inhibitors, primary screen, biochemical, fluorescence, uHTS; inhibition, % at 20 µM; recombinant HKDC1, G6PDH/diaphorase resazurin coupled fluorescence; Q2TB90; actives 0.16% (n = 340,000);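 active means inhibition above about 35% when tested at 20 µM, limit read from the data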;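 further: plate controls were DMSO wells with enzyme for no effect and DMSO wells lacking enzyme for full effect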
#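 Assay system: in-house recombinant HK5 (HKDC1) enzyme. Input: HKDC1 at 5 µg/mL. Medium: Tris pH 8.0 buffer with MgCl2, Tween-20, BSA, BME. Dosing: single 20 µM dose. Schedule: 90 min reaction incubation at room temperature, dark. Signal: resazurin-to-resorufin fluorescence via G6PDH and diaphorase coupling, 525/613 nm. Controls: DMSO-enzyme wells negative, buffer-substituted wells positive.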
# PfGluPho inh: PfG6PD enzyme inhibitors, primary screen, biochemical, fluorescence intensity, uHTS; inhibition, % at 20 µM; glucose-6-phosphate dehydrogenase-6-phosphogluconolactonase (Plasmodium falciparum 3D7); PfGluPho enzyme, NADPH resazurin-diaphorase fluorescence; AID 504690, 2011; actives 0.78% (n = 350,000);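 active means inhibition reaching at least a set limit at 20 µM in the primary screen, cut at about 59% in these data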;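 further: 0% = DMSO wells with substrate and 100% = DMSO wells lacking glucose-6-phosphate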
# UBC13 polyUb: UBC13 polyubiquitin chain formation inhibitors, primary screen, biochemical, TR-FRET, uHTS; Ubiquitin-conjugating enzyme E2 N (Homo sapiens), P61088; inhibition, % at 20 µM; actives 0.47% (n = 330,000); AID 485273, 2010; in the data active means inhibition above about 45%, passing the limit was not always enough
# Target sequence (P61088 whole entry, looked up): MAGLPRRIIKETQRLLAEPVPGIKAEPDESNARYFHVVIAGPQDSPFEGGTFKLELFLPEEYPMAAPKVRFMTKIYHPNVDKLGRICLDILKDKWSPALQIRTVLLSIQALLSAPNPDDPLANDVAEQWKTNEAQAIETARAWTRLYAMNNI
# SENP6 inh: SENP6 protease inhibitors, primary screen, biochemical, luminescence, uHTS | Recombinant SENP6 catalytic domain, aminoluciferin luminescence | inhibition, % at 10 µM | actives 1.8% (n = 330,000) | AID 2599, 2010;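 active means inhibition above about 50% at the single tested dose, limit read from the data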;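 further: plate controls were DMSO wells with enzyme for no effect and DMSO wells lacking enzyme for full effect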
# SENP7 block: SENP7 protease inhibitors, primary screen, biochemical, luminescence, uHTS. Sentrin-specific protease 7 (Homo sapiens), Q9BQF6. recombinant SENP7, Z-RLRGG-aminoluciferin luminescence, 40 min. inhibition, % at 5 µM. actives 1.5% (n = 330,000). AID 434973, 2010;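 active means inhibition above about 50% at the single test dose, limit read from the data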;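 further: plate controls were DMSO with enzyme for no effect and no enzyme buffer wells for full effect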
# Target sequence (Q9BQF6 706-1050 limits assumed): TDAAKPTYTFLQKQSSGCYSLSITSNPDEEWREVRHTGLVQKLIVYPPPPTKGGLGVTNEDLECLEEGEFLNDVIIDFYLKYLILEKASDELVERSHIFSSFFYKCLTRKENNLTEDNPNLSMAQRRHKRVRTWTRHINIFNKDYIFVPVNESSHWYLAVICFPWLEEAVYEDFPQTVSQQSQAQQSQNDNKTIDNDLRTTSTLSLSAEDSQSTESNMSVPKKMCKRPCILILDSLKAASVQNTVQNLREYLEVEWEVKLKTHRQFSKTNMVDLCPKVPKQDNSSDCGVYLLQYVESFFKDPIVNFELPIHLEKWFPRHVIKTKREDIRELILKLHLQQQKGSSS
# SENP1 inh: human SENP1 catalytic domain inhibitors, primary screen, biochemical, FRET, uHTS. actives 0.21% (n = 360,000). Sentrin-specific protease 1 (Homo sapiens), Q9P0U3. inhibition, % at 10 µM. recombinant SENP1 catalytic domain, CyPet-SUMO1-YPet FRET cleavage;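 active means inhibition at least 30% at 10 µM, raw YFP signal under a set limit, fluorescence ratio 0.5 to 1.5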;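 further: 0% = enzyme with DMSO and 100% = no enzyme wells; some results filed as inactive read as strong as hits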
# Target sequence (Q9P0U3 419-644 limits assumed): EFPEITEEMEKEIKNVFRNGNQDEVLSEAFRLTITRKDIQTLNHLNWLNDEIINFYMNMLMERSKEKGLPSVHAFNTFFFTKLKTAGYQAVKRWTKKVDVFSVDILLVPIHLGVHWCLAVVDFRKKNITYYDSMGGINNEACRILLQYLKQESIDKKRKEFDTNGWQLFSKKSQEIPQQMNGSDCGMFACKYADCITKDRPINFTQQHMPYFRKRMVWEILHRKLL
#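 Assay system: hSENP1 catalytic domain, recombinant. Amount: SENP1 enzyme, 20 pM final. Schedule: 50 min reaction, RT, dark. Technique: FRET, CFP and YFP emission. Control set: no-enzyme wells low, DMSO-plus-enzyme wells high control.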
# MIN6 prolif: inducers of MIN6 beta-cell proliferation, primary screen, ATP luminescence, uHTS; proliferation, % at 10 µM; actives 0.29% (n = 330,000); AID 2380, 2010; MIN6 cells proliferation, ATPlite luminescence, 48 h; cells starved in 0.2% serum; 100% = growth in 10% serum;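 active means compounds whose signal lies at least 3.5 SD above the mean of all wells on their plate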;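 further: 0% = DMSO-treated cells in low-serum medium and 100% = 10% serum control; some compounds called inactive have numbers as strong as hits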
# SENP8 block-1: human SENP8 protease inhibitors, primary screen, biochemical, fluorescence, Nedd8 protein substrate, uHTS. Sentrin-specific protease 8 (Homo sapiens), Q96LD8. recombinant SENP8. inhibition, % at 20 µM. actives 0.64% (n = 360,000). AID 602440, 2012; in the data active means inhibition mostly above about 40%, no sharp cut-off; inactive means mostly below about 27%
# Target sequence (Q96LD8 whole entry, looked up): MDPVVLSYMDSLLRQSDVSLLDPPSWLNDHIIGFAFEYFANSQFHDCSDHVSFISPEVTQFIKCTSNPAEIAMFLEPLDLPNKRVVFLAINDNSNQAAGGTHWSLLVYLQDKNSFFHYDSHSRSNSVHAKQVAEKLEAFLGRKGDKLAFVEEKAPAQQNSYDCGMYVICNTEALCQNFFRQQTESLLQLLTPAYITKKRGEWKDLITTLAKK
# SENP8 block-2: SENP8 protease inhibitors, primary screen, biochemical, luminescence; purified SENP8, Z-RLRGG-aminoluciferin cleavage; inhibition, % at 10 µM; actives 1.2% (n = 330,000); AID 2540, 2010; in the data active means inhibition above about 50%
# Active calls of the source: *; i = inactive; x = not tested or not shown.
1) CCN(CC)c1nc(-c2nn[nH]n2)nc(N(CC)CC)n1
2) Cc1cccc(NC(=O)CNC(=O)Cc2ccc3c(c2)OCCO3)c1C
3) CN(C(=O)C1CCN(S(=O)(=O)c2cccc3nonc23)CC1)C1CCCCC1
4) O=C(COC(=O)/C=C/c1ccccc1[N+](=O)[O-])NC1CCS(=O)(=O)C1 (stereo not drawn)
5) CCn1c(SC)nc2cc(S(=O)(=O)N3CCCCC3)ccc21
6) COc1ccc(OC)c(/C=N/NC(=O)C(=O)N2CCCC2)c1
7) Cc1ccc(Cl)cc1NC(=O)CCN1C(=O)C2C3CCC(C3)C2C1=O (stereo not drawn)
8) CC(=O)Nc1ccccc1N(C)S(=O)(=O)c1ccc(C)cc1

assay / entry,1,2,3,4,5,6,7,8
HKDC1 inh,-1,4,-5,-2,4,1,-11,-3
PfGluPho inh,-14,2,-5,6,0,-13,8,2
UBC13 polyUb,-11,-3,-10,0,-7,5,-2,2
SENP6 inh,-3,12,-28,9,-24,-18,5,13
SENP7 block,-11,6,-14,12,-7,1,-10,6
SENP1 inh,1,-6,3,-3,-2,0,0,-1
MIN6 prolif,-1,-6,-4,0,-4,0,-1,0
SENP8 block-1,22,-45,22,21,9,-227,14,25
SENP8 block-2,-15,5,-10,2,-2,3,-9,-3

# Overlap with the part before: 4 compounds; new compounds follow.
5) CCn1c(SC)nc2cc(S(=O)(=O)N3CCCCC3)ccc21
6) COc1ccc(OC)c(/C=N/NC(=O)C(=O)N2CCCC2)c1
7) Cc1ccc(Cl)cc1NC(=O)CCN1C(=O)C2C3CCC(C3)C2C1=O (stereo not drawn)
8) CC(=O)Nc1ccccc1N(C)S(=O)(=O)c1ccc(C)cc1
9) COC(=O)C1CN(C(=O)COc2ccc(Cl)cc2Cl)c2ccccc2O1 (stereo not drawn)
10) CC(C)NC(=O)N(C)C[C@H]1Oc2c(NC(=O)Nc3ccc(C(F)(F)F)cc3)cccc2C(=O)N([C@H](C)CO)C[C@@H]1C
11) COc1cccc(NC(=O)C(C)SCc2ccccc2)c1 (stereo not drawn)
12) Cc1cc(OC(C)C(=O)NNC(=O)Nc2ccc(F)cc2F)cc(C)c1Cl (stereo not drawn)
13) CC1(c2ccc([N+](=O)[O-])cc2)NC(=O)N(CC(=O)Nc2cccnc2Cl)C1=O (stereo not drawn)
14) CC(CCc1ccccc1)NC(=O)[C@@H]1Cc2ccccc2CN1 (stereo partly drawn)
15) Cc1c(OCC(=O)N2CCC(C(=O)O)CC2)ccc2c3c(c(=O)oc12)CCCC3
16) Cc1nc(C(F)(F)F)ccc1C(=O)Nc1ccc(C(F)(F)F)cn1

assay / entry,5,6,7,8,9,10,11,12,13,14,15,16
HKDC1 inh,4,1,-11,-3,-2,2,0,2,-4,-1,-2,-6
PfGluPho inh,0,-13,8,2,22,12,11,3,7,-14,-3,4
UBC13 polyUb,-7,5,-2,2,1,5,-3,-4,-8,9,3,-6
SENP6 inh,-24,-18,5,13,-3,4,-9,-13,-21,-6,-3,-11
SENP7 block,-7,1,-10,6,-7,6,-2,0,11,4,2,-9
SENP1 inh,-2,0,0,-1,1,0,1,-1,1,-1,-5,0
MIN6 prolif,-4,0,-1,0,-4,-5,2,-3,-2,0,-2,-2
SENP8 block-1,9,-227,14,25,10,-4,8,3,9,-2,-196,5
SENP8 block-2,-2,3,-9,-3,-13,5,7,4,-3,-3,-7,-9

# A draw from above in order of count of non-hydrogen atoms, largest number first:
10) CC(C)NC(=O)N(C)C[C@H]1Oc2c(NC(=O)Nc3ccc(C(F)(F)F)cc3)cccc2C(=O)N([C@H](C)CO)C[C@@H]1C
13) CC1(c2ccc([N+](=O)[O-])cc2)NC(=O)N(CC(=O)Nc2cccnc2Cl)C1=O (stereo not drawn)
9) COC(=O)C1CN(C(=O)COc2ccc(Cl)cc2Cl)c2ccccc2O1 (stereo not drawn)

assay / entry,10,13,9
HKDC1 inh,2,-4,-2
PfGluPho inh,12,7,22
UBC13 polyUb,5,-8,1
SENP6 inh,4,-21,-3
SENP7 block,6,11,-7
SENP1 inh,0,1,1
MIN6 prolif,-5,-2,-4
SENP8 block-1,-4,9,10
SENP8 block-2,5,-3,-13

# Further structures follow:
17) COc1cccc(C(=O)C2CCCN(Cc3cccn3-c3cccnc3)C2)c1 (stereo not drawn)
18) Cc1cccc(/N=C/c2c(O)n(Cc3ccc4c(c3)OCO4)c(=O)c3ccccc23)n1
19) Cc1cccc(C)c1N1C(=O)[C@@H]2C(c3ccccc3Cl)=NO[C@@H]2C1=O
20) Cc1ccc(SCCCn2cnc3ccccc3c2=O)cc1
21) CC(=O)Nc1c2c(nn1-c1ccccc1)CSC2
22) O=[N+]([O-])c1ccccc1CNCCO
23) O=C(CNc1ccc(Br)cc1)NNC1=NCCC1
24) CCN(C(=O)CSc1nnc(NCCOC)s1)c1c(N)n(Cc2ccccc2)c(=O)[nH]c1=O

assay / entry,17,18,19,20,21,22,23,24
HKDC1 inh,-4,-2,-4,5,-7,-3,-13,-4
PfGluPho inh,12,8,6,11,-12,-12,-5,5
UBC13 polyUb,-3,-5,-1,14,7,1,8,x
SENP6 inh,14,-13,-26,-19,-2,-16,4,x
SENP7 block,-5,10,-2,-4,2,-4,3,x
SENP1 inh,2,0,0,2,3,1,5,0
MIN6 prolif,2,-1,0,1,-2,4,0,x
SENP8 block-1,2,12,24,10,6,17,10,6
SENP8 block-2,6,2,-4,-8,1,0,-1,x

25) C[C@H](CO)N1C[C@H](C)[C@@H](CN(C)C(=O)Nc2ccc3c(c2)OCO3)Oc2c(NC(=O)Nc3ccc4c(c3)OCO4)cccc2C1=O
26) OC1(C#Cc2c(-c3ccsc3)oc3ccc(N4CCOCC4)cc23)CCCCC1
27) O=C(O)c1cc(-c2ccccc2)c(N2CCOCC2)s1
28) CSc1cccc(NC(=O)CN2C(=O)COc3ccc(S(=O)(=O)N4CCOCC4)cc32)c1
29) O=C(Nc1ccnc(-c2ccncc2)n1)C1CC1
30) O=C(NCc1cccnc1)c1ccc(NS(=O)(=O)c2ccccc2)cc1
31) Cc1ccc2[nH]c(C)c(CC(=O)NCc3ccccc3)c2c1
32) CC(C)CN1CCN(Cc2ccc3ncccc3c2)CC1CCO (stereo not drawn)

assay / entry,25,26,27,28,29,30,31,32
HKDC1 inh,-1,4,6,-3,-4,-7,-5,-3
PfGluPho inh,34,12,-5,3,8,6,-8,3
UBC13 polyUb,9,25,-13,-5,1,-1,-5,-6
SENP6 inh,6,-2,-21,-20,5,-5,17,-5
SENP7 block,3,-5,-2,-11,-1,-3,4,-5
SENP1 inh,-2,-7,3,1,1,3,-6,-2
MIN6 prolif,2,-7,-3,-4,-1,1,0,-2
SENP8 block-1,2,-472,15,14,6,9,6,-11
SENP8 block-2,4,-7,-9,-18,-3,7,-1,-8

33) C=CCc1cc(Cl)ccc1OCCCNCCO
34) O=C(COC(=O)CC(c1ccccc1)c1ccccc1)NCc1ccccc1
35) CCN(C(=O)CSc1nc2ccccc2c(=O)n1C(C)COC)C1CCS(=O)(=O)C1 (stereo not drawn)
36) O=C(NC1(C(F)(F)F)NC(=O)N(c2ccc(F)cc2)C1=O)c1cccs1 (stereo not drawn)
37) COc1ccc(-c2coc3cc4oc(=O)cc(C)c4cc23)cc1F
38) Cc1cc(Cl)ccc1NC(=O)NC1CCN(S(=O)(=O)c2ccc(F)cc2)CC1
39) O=S(=O)(c1ccccc1S(=O)(=O)N1CCCCC1)N1CCCCC1
40) COCCNC(=O)c1onc(CSc2cccc(OC)c2)c1C(=O)O

assay / entry,33,34,35,36,37,38,39,40
HKDC1 inh,8,-2,-4,-8,7,-2,-11,0
PfGluPho inh,-10,9,1,-15,8,-1,-7,-14
UBC13 polyUb,4,5,4,12,11,-8,4,-6
SENP6 inh,-5,3,5,-12,-4,-8,6,-1
SENP7 block,-8,2,-1,6,0,2,-3,-9
SENP1 inh,2,3,1,-1,-6,-2,0,1
MIN6 prolif,-3,1,-1,-2,0,-1,-5,6
SENP8 block-1,32,8,4,17,-97,i,12,15
SENP8 block-2,-7,8,3,4,7,1,9,-2

41) Cc1ccc(Cl)c(OCC(=O)Nc2ccccc2C(=O)NC2CC2)c1
42) O=C(N/N=C/c1ccncc1)/C(=C/c1ccccc1)NC(=O)c1ccccc1
43) CCCn1c2c(c(O)c(C(=O)Nc3ccccc3)c1=O)CCCC2
44) CCC(=O)N1CCc2cc(Br)cc(S(=O)(=O)N3CCCCCC3)c21
45) CCCc1nnc(NC(=O)CCC(=O)N2CCN(C3c4ccccc4-c4ccccc43)CC2)s1
46) O=C(CSc1ncnc2c1oc1ccccc12)Nc1nc2ccccc2s1
47) O=c1[nH]c(CSc2ccccn2)nc2c1cnn2-c1ccccc1
48) O=C(Cc1cccc([N+](=O)[O-])c1)Nc1ccc(C(=O)N2CCOCC2)cc1

assay / entry,41,42,43,44,45,46,47,48
HKDC1 inh,0,-4,-2,2,-9,-8,-7,-6
PfGluPho inh,-8,13,12,-2,7,8,-17,-4
UBC13 polyUb,6,-4,-2,-9,8,-3,6,3
SENP6 inh,-2,-30,-9,-6,-19,-13,-10,13
SENP7 block,-5,-3,-5,-4,-6,-1,1,2
SENP1 inh,0,0,-1,1,2,0,-3,0
MIN6 prolif,1,-2,-2,-2,-4,2,-1,-1
SENP8 block-1,-9,0,-6,1,15,15,12,11
SENP8 block-2,-2,-3,0,-8,-3,-3,3,6

49) O=C(NC(=S)Nc1ccccc1N1CCOCC1)c1ccc(Br)cc1
50) FC(F)(F)c1cccc(-c2ccc(-c3csnn3)o2)c1
51) CCOc1cc(/C=N/NC(=O)c2cc(-c3cccc(OC)c3)nc3ccccc23)ccc1O
52) COc1cccc(C2C3=C(CCCC3=O)NC3=C2C(=O)c2ccccc23)c1 (stereo not drawn)
53) Cc1cccc(N(C(=O)c2snc(C(N)=O)c2N)C(C(=O)NCC2CCCO2)c2c[nH]c3ccccc23)c1 (stereo not drawn)
54) COc1ccc2c(c1)C(C)CC(C)(C)N2C(=O)CSc1ncn[nH]1 (stereo not drawn)
55) CCOc1ncccc1C(=O)OCC(=O)NCCCc1ccccc1
56) O=C1C=C(c2ccc(Oc3ccccc3)cc2)C[C@@H](c2ccc(F)cc2)C1

assay / entry,49,50,51,52,53,54,55,56
HKDC1 inh,0,1,1,x,6,-6,-3,-5
PfGluPho inh,11,34,11,x,8,-17,-9,12
UBC13 polyUb,-8,-9,-10,-56,77*,7,15,2
SENP6 inh,-5,-22,-2,-4,-4,7,5,6
SENP7 block,-8,4,9,-7,4,-7,-1,1
SENP1 inh,4,0,2,x,-8,1,-1,1
MIN6 prolif,-7,-3,-4,0,1,4,0,-7
SENP8 block-1,16,-53,-10,x,-311,27,6,14
SENP8 block-2,3,-17,1,0,3,1,2,8
